High-throughput results from PubChem.
SENP6 block: inhibitors of human SENP6 protease; Q9GZR1; Recombinant SENP6 catalytic domain, aminoluciferin luminescence; inhibition, % at 10 µM; actives 1.8% (n = 330,000);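 active = inhibition above about 50% at the single tested dose, limit read from the data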;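 also: plate controls were DMSO wells with enzyme for no effect and DMSO wells lacking enzyme for full effect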
Target sequence (Q9GZR1 628-1112 limits assumed): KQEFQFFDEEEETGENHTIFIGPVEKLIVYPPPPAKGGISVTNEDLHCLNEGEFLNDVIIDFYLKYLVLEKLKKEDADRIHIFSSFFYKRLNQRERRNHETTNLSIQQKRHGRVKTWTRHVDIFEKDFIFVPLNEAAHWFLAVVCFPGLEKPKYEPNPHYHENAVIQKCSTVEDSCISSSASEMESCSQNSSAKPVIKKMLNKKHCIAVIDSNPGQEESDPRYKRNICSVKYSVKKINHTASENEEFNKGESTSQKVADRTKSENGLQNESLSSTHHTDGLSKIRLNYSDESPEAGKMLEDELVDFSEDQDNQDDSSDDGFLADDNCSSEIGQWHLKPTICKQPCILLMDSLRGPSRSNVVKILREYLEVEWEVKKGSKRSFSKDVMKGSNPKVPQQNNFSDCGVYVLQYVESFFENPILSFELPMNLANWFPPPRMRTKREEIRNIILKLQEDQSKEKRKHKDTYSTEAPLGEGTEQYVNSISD
hIAP act: human IAP activation; P09923; purified human IAP, CDP-Star luminescence, 30 min; stronger effect = higher value; 1 = vehicle-only enzyme, 0 = enzyme-free background; activation factor at 10 µM; actives 0.16% (n = 330,000); AID 2524;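 active = activation factor of the enzyme at least 2-fold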; also: the source names both 10 and 20 µM as test concentration; values of inactives mirror those of a sister screen read the other way
PfG6PD inh: PfG6PD (Plasmodium falciparum) enzyme inhibition. inhibition, % at 20 µM. PfGluPho enzyme, NADPH resazurin-diaphorase fluorescence. actives 0.78% (n = 350,000);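 active = inhibition reaching at least a set limit at 20 µM in the primary screen, cut at about 59% in these data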;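 also: 0% = DMSO wells with substrate and 100% = DMSO wells lacking glucose-6-phosphate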
SENP1 FRET inh: inhibitors of human SENP1 SUMO protease catalytic domain. recombinant SENP1 catalytic domain, CyPet-SUMO1-YPet FRET cleavage. inhibition, % at 10 µM. Q9P0U3. actives 0.21% (n = 360,000);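 active = inhibition at least 30% at 10 µM, raw YFP signal under a set limit, fluorescence ratio 0.5 to 1.5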;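 also: 0% = enzyme with DMSO and 100% = no enzyme wells; some results filed as inactive read as strong as hits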
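Test system: human SENP1 catalytic domain; medium: Tris pH 8 buffer plus EDTA, NaCl, BME, BSA, NP40, catalase; incubation: 50 min reaction at room temperature; technique: FRET, CFP and YFP emission; controls: no-enzyme low control and enzyme-plus-DMSO high control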
ATG4B inh: ATG4B (human) cysteine protease inhibition; inhibition, % at 8.33 µM; actives 0.51% (n = 340,000); Q9Y4P1; AID 504462; ATG4B cleavage of LC3-PLA2, NBD-HPC fluorescence, 1 h; in the data active = inhibition above about 40%
Target sequence (Q9Y4P1 whole entry, looked up): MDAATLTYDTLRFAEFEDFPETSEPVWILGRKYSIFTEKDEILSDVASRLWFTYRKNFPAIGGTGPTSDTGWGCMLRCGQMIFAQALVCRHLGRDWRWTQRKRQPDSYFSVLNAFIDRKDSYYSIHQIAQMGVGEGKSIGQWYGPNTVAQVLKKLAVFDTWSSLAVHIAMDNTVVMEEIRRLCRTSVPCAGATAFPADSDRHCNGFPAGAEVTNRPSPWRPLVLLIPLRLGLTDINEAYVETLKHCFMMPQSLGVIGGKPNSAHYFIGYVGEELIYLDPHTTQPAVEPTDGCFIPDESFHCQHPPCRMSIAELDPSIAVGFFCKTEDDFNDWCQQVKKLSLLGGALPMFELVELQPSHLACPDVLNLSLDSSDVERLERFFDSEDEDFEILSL
NR3A LBD binder: modulators (binders) of human NR3A ligand-binding domain. NR3A LBD differential scanning fluorimetry, Tm shift; 0% = protein alone, 100% = glycine-bound protein. Tm shift relative to glycine control, % at 25 µM. actives 2.5% (n = 340,000). AID 1259313;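 active = melting temperature shift of at least 10% of the positive control shift, at one fixed dose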
SENP8 block: blocks human SENP8 cleavage of Nedd8 substrate; Q96LD8; recombinant SENP8, Nedd8 substrate fluorescence; inhibition, % at 20 µM; actives 0.64% (n = 360,000); in the data active = inhibition mostly above about 40%, no sharp cut-off; inactive = mostly below about 27%
MPTP inh: inhibitors of mitochondrial permeability transition pore; isolated mouse mitochondria, Ca2+ swelling absorbance, 30 min; inhibition, % at 10 µM; actives 1.4% (n = 360,000); AID 602449;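 active = inhibition of 50% or more, scaled per plate between neutral and stimulator controls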;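 also: 0% = DMSO wells given calcium and 100% = 1 mM EGTA wells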
Numbers without * were called inactive; i = inactive; . = not tested or not shown; & = joins results of further samples. Random draw from the library; about 6.7% have a hit in one of these screens.

Values run as follows: SENP6 block, hIAP act, PfG6PD inh, SENP1 FRET inh, ATG4B inh, NR3A LBD binder, SENP8 block, MPTP inh
Cc1ccccc1N1CCN(C2CCCN(C(=O)c3csc(C(C)C)n3)C2)CC1 (stereo not given)
→ -6, 0.8, 4, 1, 0, -1, -1, -0.8
O=C(COC(=O)c1ccc2ccccc2c1)NCCCc1ccccc1
→ -2, 1.2, -2, 1, -13, 4, -2, 1.1
CCCn1ncc(CN2CCC(n3nccc3NC(=O)c3ccccc3OC)CC2)c1C
→ -4, 0.96, -6, 2, -8, 2, 0, -0.8
Cc1cc(NC(=O)c2ccc3c(c2)OCO3)no1
→ 6, 0.95, -9, 3, 7, 0, 12, -4.2
COC(=O)c1[nH]c2cc(C)ccc2c1NC(=O)CN1CCCc2ccccc21
→ -17, 1.1, 7, -11, 5, -2, -48, -1.1
CN1CCN(S(=O)(=O)c2cccc(C(=O)Oc3cccc(C#N)c3)c2)CC1
→ -12, 0.99, 11, 3, -1, -1, 8, 2.1
C/C(=N\NC(=O)c1cc(Br)ccc1O)c1cccc(NC(=O)c2ccccc2F)c1
→ -7, 0.91, 4, -3, 0, 8, -273, 6.9
COc1ccc(/C=C2\SC(=O)N(CC(=O)NC3CCS(=O)(=O)C3)C2=O)cc1 (stereo not given)
→ -10, 1.3, 4, 2, 12, 0, 3, 0.1
O=C(c1cccc(C(F)(F)F)c1)C1CCCN(C(=O)CCCN2CCCC2=O)C1 (stereo not given)
→ -9, 0.89, -5, 1, 13, 0, 12, 4.0
N#Cc1cnc(SCC(=O)N2CCCCC2)nc1N
→ ., ., 8, 1, 1, -2, 12, -0.5
Cc1sc2ncnc(SCC(=O)N3CCCC3)c2c1C
→ -10, 1.1, 1, 2, 4, 1, 13, -1.8
CCOC(=O)C1CN(c2cc3c(cc2F)c(=O)c(C(=O)O)cn3CC)OC1C(=O)OCC (stereo not given)
→ -6, 1, -17, -2, -2, 0, -2, -1.9
COc1cccc(CN2CC(C(=O)NCc3cccc(Cl)c3)CCC2=O)c1 (stereo not given)
→ -2, 0.87, 3, 0, -2, 1, 4, -1.9
CC(OC(=O)c1nsc(Cl)c1Cl)C(=O)NCCc1ccccc1 (stereo not given)
→ -19, 0.92, -5, 2, 5, -1, 3, 1.4
Cc1cccc(NC(=O)CSc2nnc(CNC(=O)c3ccc(S(=O)(=O)N(C)C)cc3)n2-c2ccc(F)cc2)c1
→ 23, 0.91, -1, 2, -7, -10, 22, -1.7
CCN1CCCC1CNC(=O)CSc1cc(=O)n(C)c2cc(Cl)ccc12 (stereo not given)
→ -4, 0.91, 3, -3, -3, -1, -14, -0.8
CN(C)/C=C/c1onc(-c2c(Cl)cccc2Cl)c1C#N
→ -2, 0.9, -5, -50, 2, 3, -7, 1.7
Cc1ccc(NC(=O)CNc2cccc(C)c2C)c(C)c1
→ 0, 1.1, 16, 0, -6, -1, 13, 2.3
CN(Cc1nccn1C)C(=O)CC1C(=O)NCCN1Cc1ccccc1C(F)(F)F (stereo not given)
→ 7, 0.94, -1, -3, -10, -1, -19, 0.2
CCc1ccc2c(c1)CCCN2C(=O)c1ccccc1C(=O)O
→ -2, 0.94, 7, -30, -2, 1, -20, 5.0
CSc1ccc(S(=O)(=O)NCCCn2ccnc2)cc1
→ -8, 1.1, -3, 2, 0, 0, 10, 0.2
CC(=O)Nc1ccc(S(=O)(=O)N2CCC(NC(=O)C(Cc3cccn3C)NC(C)=O)CC2)cc1 (stereo not given)
→ -3, 1.1, 1, -1, -7, 1, -22, -0.5
O=C(O)/C=C/c1ccc(-c2cccc(C(F)(F)F)c2)o1
→ -20, 0.81, -10, -5, -5, 3, -274, 1.7
CCOC(=O)Cn1nnc(-c2cc(OC)c(OC)c(OC)c2)n1
→ -15, 0.99, -16, 2, 4, 0, 18, 0.1
NC(=O)COC(=O)c1cc(-c2cccs2)nn1-c1ccccc1
→ -14, 1, 8, 2, -4, 0, 9, 0.4
Cc1ccc(-c2cc(C(=O)N3CCN(c4ccc(F)cc4)CC3)c3ccccc3n2)o1
→ -14, 1.2, 16, -4, -5, 3, i, -1.8
Cc1ccc(C(O)(C(=O)NNc2ccc3ccccc3n2)c2ccc(C)cc2)cc1
→ 9&-1, 1.5&1.1, -12&4, 3&4, -7&-9, -7&-14, -84&-126, 0.9&4.0
CC1CCC(C(C)C)C(OC(=O)COC(=O)c2cc(O)ccc2N)C1 (stereo not given)
→ 9, 0.98, 37, -95, 28, 0, -327, 1.9
COc1ccc(N(C(=O)c2ccn[nH]2)C(C(=O)NC2CCCC2)c2ccc(F)cc2)cc1 (stereo not given)
→ -28, 2.5*, 14, -2, -16, -2, 6, 1.0
Cc1cc(NC(=O)CSc2ccc3nnc(-c4ccc(F)cc4)n3n2)no1
→ -13, 1.1, -3, -1, -8, -1, -173, 0.2
O=C(Nc1ccnn1C1CCN(C/C=C/c2ccccc2)CC1)c1cccc(F)c1
→ -9, 1.1, 14, 1, -15, 2, 3, -0.1
CCN(CC)S(=O)(=O)c1ccc(N2CCOCC2)c(NS(=O)(=O)c2ccc(C(C)C)cc2)c1
→ -15, 1.1, -3, 0, 5, 5, 4, 19
O=C(CCN1CCN(Cc2ccccc2)CC1)Nc1ccc(OCc2ccccc2)cc1
→ -1, 1, 21, 4, -14, -1, 12, 86*
Oc1ccccc1/C=N/[n+]1ccccc1
→ -16, 0.94, -4, -1, 6, -1, 5, 1.3
CCOC(=O)N1c2ccccc2Sc2ccccc21
→ 11, 1.3, -8, 1, -12, 0, 10, 0.3
O=C(N/N=C/c1cc(Br)c(O)c(Br)c1)c1cc2c(ccc3ccccc32)o1
→ 8, 0.91, -17, -23, -2, 7, -178, 3.0
CCOC(=O)Nc1ccc(C)cc1C
→ -8, 0.99, -5, 0, 7, -1, 19, -1.4
COc1ccc(C)cc1NC(=O)C1CCN(S(=O)(=O)c2ccccc2)CC1
→ 7, 0.75, 19, 2, -7, 0, 6, -2.3
O=C(Oc1cccc(/C=N/Nc2nc(N3CCOCC3)nc(N3CCOCC3)n2)c1)c1ccco1
→ 4, 1, 2, 2, -6, -1, 29, 0.8
CC(CNC(=O)CN1C(=O)NC2(CCCCC2)C1=O)c1ccccc1 (stereo not given)
→ -6, 1, -7, -7, -13, 1, 5, -0.1
N=C1SC(CC(=O)Nc2ccc([N+](=O)[O-])cc2)C(=O)N1c1ccccc1 (stereo not given)
→ 0, 1.1, -4, 1, -12, -1, 22, 1.0
CC(NC(=O)COc1ccc(Br)cc1)C1CCCO1 (stereo not given)
→ 6, 0.96, -18, 2, -2, -1, 1, -0.7
COc1ccc(N2CC(C(=O)N[C@@H](CC(C)C)C(=O)NC3CCCCC3)CC2=O)cc1 (stereo not given in full)
→ -6, 0.83, -18, 3, -1, -3, 6, 1.4
CCc1cc2cc(C)cc(C)c2nc1SCC(=O)Nc1cc(C)on1
→ -4, 0.9, -16, 0, 5, 8, 3, -0.6
Cc1cccc(NC(=O)COc2ccc(/C=C\c3[nH]c(=O)[nH]c(=O)c3[N+](=O)[O-])cc2)c1
→ 35, 0.83, -10, -4, 6, 10*, 14, 4.3
Cn1c(=O)[nH]c(=O)c2c1nc(Br)n2Cc1ccccc1F
→ 4, 0.9, -6, 3, -7, 1, 29, -2.7
COC(=O)c1ccccc1NC(=S)N1CCOCC1
→ 8, 0.88, -15, 2, 3, 3, -31, 0.1
O=C(NCC1CCN(Cc2ccc(Cl)cc2)CC1)C1CCCN(c2ncnc3c2nc2n3CCCCC2)C1 (stereo not given)
→ -9, 1.5, -29, -3, -7, 0, 19, -1.1
Cc1ccc(C2=NN(C(=O)C3CCCO3)C(c3ccco3)C2)cc1 (stereo not given)
→ -22, 1.2, 12, -18, 18, 0, 13, -1.2
Cc1ccc(NC(=O)COc2ccccc2)c(NC(=O)c2ccco2)c1
→ -10, 0.96, -10, 3, -5, -1, -1, -2.2

(cont.)
Values run as follows: SENP6 block, hIAP act, PfG6PD inh, SENP1 FRET inh, ATG4B inh, NR3A LBD binder, SENP8 block, MPTP inh
Cc1ccc(C(=O)NC2CCCCCC2)cc1S(=O)(=O)N1CCOCC1
→ 1, 1.2, -2, 2, -4, -4, 2, -1.3
Cc1c(Cl)cccc1NC(=O)CN1CCC(C(O)(c2ccccc2)c2ccccc2)CC1
→ -23, 0.98, 14, 2, 33, -1, 17, 1.4
Cc1nc2ccccc2n1CC(O)COC1CCCCC1 (stereo not given)
→ -2, 0.93, -4, 0, -5, -1, 3, 0.5
CCOC(=O)c1cnc2nc(C(F)(F)F)[nH]n2c1=O
→ -5, 1, 7, 0, -1, 0, 9, 0.8
CC(C)(C)C(=O)COC(=O)c1cc(-c2cccnc2)nc2ccccc12
→ -21, 1.1, 14, -2, -5, 0, -29, -1.9
O=C1COc2ccc(S(=O)(=O)N3CCC(C(=O)NCc4ccc(F)cc4)CC3)cc2N1
→ -9, 1.1, 5, 4, -5, 4, 12, -2.2
Cc1nc(SCC(=O)Nc2nnc(C(C)C)s2)n[nH]1
→ 3, 1.1, 5, 2, -5, 1, 15, -0.4
Cc1ccc(C)c(S(=O)(=O)N(C(=O)c2ccncc2)c2ccc(OC(=O)c3ccncc3)cc2)c1
→ -11, 1.1, -12, 2, -5, 2, 9, -1.0
Cn1nnnc1-c1cc(Cl)cc(Cl)c1
→ -5, 1.1, -10, 3, 2, -2, 8, -1.7
O=C(c1ccc(F)cc1)N1CCC2(CC1)NCCc1[nH]cnc12
→ -8, 0.89, -13, 2, -5, 1, 8, 0.0
Cc1cc(C)c2cc(C)c3nnc(SCC(=O)NCc4ccc5c(c4)OCO5)n3c2c1
→ 0, 1, -6, -1, -9, 3, -63, 2.0
CCCOc1ccc(-c2nc(SCc3ccccc3)[nH]c(=O)c2C#N)cc1OC
→ 1, 0.9, -15, 1, 52*, ., -82, 2.1
Cc1ccc(-c2cnc(C3CC3)o2)cc1S(=O)(=O)Nc1ccccc1
→ 7, 0.87, -7, 1, -8, -12, 4, 0.5

Entries of single compounds as entered above. Order of screens: SENP6 block	hIAP act	PfG6PD inh	SENP1 FRET inh	ATG4B inh	NR3A LBD binder	SENP8 block	MPTP inh
CCCOc1ccc(-c2nc(SCc3ccccc3)[nH]c(=O)c2C#N)cc1OC is listed with 1	0.9	-15	1	52*	.	-82	2.1
Cc1ccc(C(=O)NC2CCCCCC2)cc1S(=O)(=O)N1CCOCC1 is listed with 1	1.2	-2	2	-4	-4	2	-1.3
O=C(c1ccc(F)cc1)N1CCC2(CC1)NCCc1[nH]cnc12 is listed with -8	0.89	-13	2	-5	1	8	0.0
CCOC(=O)c1cnc2nc(C(F)(F)F)[nH]n2c1=O is listed with -5	1	7	0	-1	0	9	0.8
